Screening results deposited in PubChem BioAssay by Sanford-Burnham Center for Chemical Genomics.
APOBEC3A inh = APOBEC3A ssDNA deaminase inhibitors, primary screen, selectivity assay for APOBEC3G inhibitor project, biochemical, FAM/TAMRA oligo cleavage fluorescence; hit rate 0.41% among 330,000; DNA dC->dU-editing enzyme APOBEC-3A (Homo sapiens), P31941; recombinant A3A, FAM/TAMRA ssDNA deamination fluorescence; inhibition, % at 20 µM;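 active = at least 40% inhibition at 20 µM here, with at most 30% in a related deaminase screen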;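 note: plate controls were A3A with DMSO for no effect and wells lacking A3A enzyme for full effect; some results filed as inactive read as strong as hits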
Target sequence (P31941 whole entry, looked up): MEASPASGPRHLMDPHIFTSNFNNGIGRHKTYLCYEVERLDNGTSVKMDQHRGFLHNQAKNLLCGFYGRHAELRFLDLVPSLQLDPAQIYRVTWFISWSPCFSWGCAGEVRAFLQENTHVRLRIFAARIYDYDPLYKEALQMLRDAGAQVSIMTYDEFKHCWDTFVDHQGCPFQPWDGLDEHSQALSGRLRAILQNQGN
APOBEC3G inh = APOBEC3G DNA deaminase inhibitors, primary screen, biochemical, fluorescence, single-stranded DNA substrate, uHTS. AID 493012, 2011. inhibition, % at 20 µM. hit rate 0.28% among 330,000. recombinant A3G, ssDNA deamination FAM/TAMRA fluorescence;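 active = inhibition of at least 40% at 20 µM, with no more than 30% in the related APOBEC3A deaminase screen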;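 note: plate controls were DMSO wells with A3G for no effect and wells lacking A3G enzyme for full effect; some compounds called inactive have numbers as strong as hits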
Target sequence (Q9HC16 whole entry, looked up): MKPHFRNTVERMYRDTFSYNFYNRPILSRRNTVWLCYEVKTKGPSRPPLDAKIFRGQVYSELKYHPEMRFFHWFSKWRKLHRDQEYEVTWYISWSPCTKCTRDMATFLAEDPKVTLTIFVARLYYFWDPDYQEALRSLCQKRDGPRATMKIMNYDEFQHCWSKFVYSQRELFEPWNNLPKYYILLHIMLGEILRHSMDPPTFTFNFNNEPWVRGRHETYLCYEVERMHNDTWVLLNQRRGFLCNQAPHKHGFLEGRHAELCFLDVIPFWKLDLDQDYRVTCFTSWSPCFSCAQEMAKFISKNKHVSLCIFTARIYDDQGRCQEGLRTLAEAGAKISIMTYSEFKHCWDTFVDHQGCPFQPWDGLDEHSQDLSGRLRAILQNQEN
MIN6 prolif = inducers of MIN6 beta-cell proliferation, primary screen, ATP luminescence, uHTS | proliferation, % at 10 µM | hit rate 0.29% among 330,000 | MIN6 cells proliferation, ATPlite luminescence, 48 h; cells starved in 0.2% serum; 100% = growth in 10% serum;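 active = compounds whose signal lies at least 3.5 SD above the mean of all wells on their plate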;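 note: 0% = DMSO-treated cells in low-serum medium and 100% = 10% serum control; some compounds called inactive have numbers as strong as hits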
ATG4B inhibitor = ATG4B protease inhibitors, primary screen, biochemical, fluorescence, uHTS; hit rate 0.51% among 340,000; ATG4B cleavage of LC3-PLA2, NBD-HPC fluorescence, 1 h; inhibition, % at 8.33 µM; Cysteine protease ATG4B (Homo sapiens), Q9Y4P1; in the data active = inhibition above about 40%
Target sequence (Q9Y4P1 whole entry, looked up): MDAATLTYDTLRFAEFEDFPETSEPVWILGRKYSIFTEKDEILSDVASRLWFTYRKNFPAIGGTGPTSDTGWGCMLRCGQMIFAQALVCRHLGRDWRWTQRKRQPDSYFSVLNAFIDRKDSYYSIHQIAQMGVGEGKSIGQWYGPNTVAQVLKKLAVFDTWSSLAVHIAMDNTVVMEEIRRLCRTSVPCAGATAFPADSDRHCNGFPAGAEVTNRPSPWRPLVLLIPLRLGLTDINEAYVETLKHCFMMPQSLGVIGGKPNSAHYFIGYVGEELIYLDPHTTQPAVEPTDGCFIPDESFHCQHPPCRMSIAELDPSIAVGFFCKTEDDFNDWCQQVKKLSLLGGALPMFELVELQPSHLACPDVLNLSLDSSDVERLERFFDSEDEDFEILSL
hIAP block = human IAP inhibitors, primary screen, biochemical, luminescence, uHTS; Intestinal-type alkaline phosphatase (Homo sapiens), P09923; purified IAP, CDP-Star luminescence, 30 min; inhibition, % at 10 µM; hit rate 0.12% among 330,000; AID 2544, 2010;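 active = inhibition reaching a set limit with compound at 10 µM in the primary screen, cut at about 35% in these data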;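 note: plate controls were DMSO wells with enzyme for no effect and no-enzyme buffer wells for full effect; values of inactives mirror those of a sister screen read the other way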
mIAP block = inhibitors of mouse IAP, primary screen, biochemical, luminescence, uHTS. intestinal alkaline phosphatase [Mus musculus]. purified mouse IAP, CDP-Star luminescence, 30 min. inhibition, % at 10 µM. hit rate 0.2% among 330,000. AID 2806, 2010;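 active = inhibition of at least 40% at 10 µM in the primary screen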;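 note: plate controls were DMSO with enzyme for no effect and no enzyme wells for full effect; values of inactives mirror those of a sister screen read the other way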
mIAP activ = activators of mouse IAP, primary screen, biochemical, luminescence, uHTS; hit rate 0.24% among 330,000; activation factor at 10 µM; muIAP, CDP-Star luminescence, 30 min; hits give high values; 1 = vehicle-only enzyme signal, 0 = enzyme-free wells;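 active = activation factor of at least 2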; note: the source names both 10 and 20 µM as test concentration; values of inactives mirror those of a sister screen read the other way
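Assay system: mouse IAP enzyme; reagent: chemiluminescent substrate CDP-Star; dosing: test compounds delivered from DMSO solution; schedule: 30 min at room temperature; measured by: luminescence from enzymatic CDP-Star hydrolysis; controls: DMSO-only wells and no-enzyme negative control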
hIAP activ = human IAP activators, primary screen, biochemical, luminescence, uHTS; purified human IAP, CDP-Star luminescence, 30 min; hits give high values; 1 = vehicle-only enzyme, 0 = enzyme-free background; hit rate 0.16% among 330,000; Intestinal-type alkaline phosphatase (Homo sapiens), P09923; AID 2524, 2010; activation factor at 10 µM;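 active = activation factor of the enzyme at least 2-fold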; note: the source names both 10 and 20 µM as test concentration; values of inactives mirror those of a sister screen read the other way
MPTP block = mitochondrial permeability transition pore inhibitors, primary screen, biochemical, isolated mouse mitochondria, absorbance | inhibition, % at 10 µM | Ca2+ swelling absorbance, 30 min | hit rate 1.4% among 360,000;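 active = inhibition of 50% or more, scaled per plate between neutral and stimulator controls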;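 note: 0% = DMSO wells given calcium and 100% = 1 mM EGTA wells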
* = called active by the depositor; nt = not tested or not shown.

SMILES	APOBEC3A inh	APOBEC3G inh	MIN6 prolif	ATG4B inhibitor	hIAP block	mIAP block	mIAP activ	hIAP activ	MPTP block
O=C(OCc1ccc([N+](=O)[O-])cc1)c1cc(=O)c2ccccc2o1	-3.8	6.1	0.0	5.5	-5.8	-0.9	1.01	1.06	-1.4
CCCCc1ccc(NC(=O)CSC2=C(C#N)C(c3ccco3)C3=C(CCCC3=O)N2)cc1 (stereo not given)	4.5	0.1	-4.8	-9.8	-4.2	9.1	0.909	1.04	3.3
Cc1cc(C)cc(-n2c(C)cc(/C=N\NC(=O)COc3cccc4cccnc34)c2C)c1	3.3	-7.0	-4.8	33.0	-20.7	-2.1	1.02	1.21	8.3
O=C1Nc2ccc(Br)cc2C1=C1CCCCC1	-5.4	-5.9	-2.9	-5.1	1.6	2.9	0.971	0.984	0.4
C/C(=N\NC(=O)C1CC1)c1ccc(C)cc1C	-2.9	-5.7	-0.4	19.4	-0.5	-2.7	1.03	1	6.4
CCc1cc(C(=O)Nc2nc(-c3ccccn3)cs2)sc1C	-3.2	-10.5	-7.1	5.3	-20.3	4.3	0.957	1.2	1.5
CCOc1ccccc1NC(=O)c1ccc(S(=O)(=O)N(C)C)cc1	0.0	-0.4	-0.6	-2.5	12.1	10.1	0.899	0.879	2.3
O=S(=O)(c1c(Cl)cc(Br)cc1Cl)N1CCN(C(=S)NC2CC2)CC1	-2.4	-5.5	-5.5	-1.8	6.5	3.0	0.97	0.935	0.5
N/C(Cc1ccc([N+](=O)[O-])cc1)=N\OC(=O)c1ccccc1F	0.4	-2.0	-4.3	-6.1	2.8	1.5	0.985	0.972	-0.3
COc1cc(NC(=O)CN2CCN(Cc3ccc4c(c3)OCO4)CC2)cc(OC)c1	0.7	1.5	-1.0	-10.0	7.5	-2.3	1.02	0.925	-2.7
COc1ccc(CCNC(=O)c2ccc(Cl)cc2)cc1OC	0.7	-6.3	1.6	-5.2	9.6	-7.1	1.07	0.904	-0.5
Cc1ccc(CNC(=O)c2ccc(N3CCC4(CC3)CC(c3cccc(Br)c3)=NO4)c([N+](=O)[O-])c2)cc1	-4.4	-6.6	2.5	-2.9	-0.9	16.2	0.838	1.01	0.9
COc1cc(/C=N/NC(=O)c2ccc3c(c2)OCCO3)cc(Cl)c1O	-5.8	-2.1	-2.2	3.8	-2.2	-1.0	1.01	1.02	-1.3
Cc1cc(C(=O)Nc2ccc(S(=O)(=O)N3CCOCC3)cc2)ccc1[N+](=O)[O-]	-7.5	-6.1	-1.1	-1.3	2.1	5.4	0.946	0.979	-1.0
O=C(NCCCN1CCOCC1)C1Nc2ccc(OC(F)(F)F)cc2C2C=CCC12 (stereo not given)	0.2	-1.2	-1.8	-10.0	9.3	5.7	0.943	0.907	4.5
O=C(NCC1CC1)c1cc(-c2ccccc2)nn1CC1CC(c2cccnc2)=NO1 (stereo not given)	-0.8	-6.2	-6.4	4.9	1.0	-0.6	1.01	0.99	0.4
c1ccc(-c2nnc(SCC3CCCO3)nc2-c2ccccc2)cc1 (stereo not given)	-7.6	-6.4	-3.5	2.2	-6.6	-9.5	1.09	1.07	0.2
C/C(=C\C(=O)c1ccc(Cl)cc1)NCc1ccc2c(c1)OCO2	3.5	0.5	-2.8	8.5	8.6	-5.2	1.05	0.914	1.5
COC(=O)c1ccccc1NC(=O)CSc1ncn[nH]1	1.3	-2.4	-1.6	-3.5	3.7	8.7	0.913	0.963	1.4
Cc1cccc(C)c1OCC(=O)N(Cc1ccc(Cl)cc1)C1CCS(=O)(=O)C1 (stereo not given)	-6.7	-4.2	2.7	-8.6	-2.1	1.6	0.984	1.02	-0.3
COc1ccc(NC(=O)COC(=O)c2ccc([N+](=O)[O-])o2)cc1Cl	-5.4	-7.6	-3.9	-4.2	-19.6	-20.0	1.2	1.2	-2.6
COc1ccc(/C=N/NC(=O)c2ccc(=O)[nH]n2)cc1OC	-4.7	-5.8	-0.7	-7.2	5.8	-0.5	1	0.942	0.5
CCN(C[C@H]1N[C@@](Cc2ccccc2)(C(=O)OC)[C@H]2C(=O)N(C)C(=O)[C@@H]12)C(=O)c1ccc(F)cc1	-6.3	-7.6	-0.8	-8.9	-1.3	-0.9	1.01	1.01	-1.8
CN(C)/C=C/C(=O)c1ccc(Oc2ccccc2)cc1	-2.3	-0.2	-4.8	11.7	14.7	-2.6	1.03	0.853	-1.0
COc1ccc(Cc2nnc(NC(=O)Nc3ccc(C)cc3)s2)cc1OC	-5.0	-8.4	-1.6	-9.3	-2.5	1.1	0.989	1.02	2.5
Remaining list, next part:
SMILES	APOBEC3A inh	APOBEC3G inh	MIN6 prolif	ATG4B inhibitor	hIAP block	mIAP block	mIAP activ	hIAP activ	MPTP block
O=c1oc2c(CN3CCN(CCO)CC3)c(O)ccc2cc1-c1ccccn1	3.2	-3.1	-0.8	3.6	-19.7	-16.5	1.17	1.2	1.4
CCCCC(=O)Nc1ccc(C(N)=O)cc1	2.3	3.4	-2.4	-7.1	-16.1	0.9	0.991	1.16	-1.5
Cc1ccc(C(=O)NCCN2CCOCC2)cc1	-2.8	-4.3	-1.4	-2.9	-11.5	-6.3	1.06	1.11	-0.1
O=C(Nc1cccc(C(F)(F)F)c1)C1CCCN(S(=O)(=O)c2cnc[nH]2)C1 (stereo not given)	1.4	-6.3	2.3	0.7	5.7	-0.7	1.01	0.943	1.4
CCOC(=O)C1(C)NC(c2cccc(C)c2)C2C(=O)N(c3ccccc3)C(=O)C21 (stereo not given)	1.4	-1.8	-1.4	2.7	20.2	3.8	0.962	0.798	0.1
Cc1cc(C)n(S(=O)(=O)c2ccc(Cl)c(Cl)c2Cl)n1	-2.3	-5.5	-3.3	8.1	0.7	9.5	0.905	0.993	1.1
CC(=O)NS(=O)(=O)c1ccc(NC(=O)c2ccc(Br)o2)cc1	2.9	-2.2	-1.1	-8.4	0.6	7.6	0.924	0.994	0.1
Cc1cc(-c2n[nH]c(=S)n2/N=C/c2cccc(O)c2)n[nH]1	-0.9	48.6*	-4.0	-3.3	1.3	8.5	0.915	0.987	-0.4
COc1ccc(Br)cc1CNC(=O)C1CCN(C(=O)N(C)C)CC1	7.9	-0.2	-1.7	7.6	-5.4	-0.2	1	1.05	4.5
CC1CCCCN1C(=O)Cn1c(=O)oc2ccccc21 (stereo not given)	-2.0	-1.4	-2.3	5.2	-7.8	1.6	0.984	1.08	-1.6
Cc1cc(C)nc(NC2=NCCN2C(=S)Nc2c(C)cccc2C)n1	4.2	-3.4	-3.4	8.0	-3.2	0.0	1	1.03	0.1
CN(CC(=O)Nc1cccc(F)c1)C(=O)c1sc2ccccc2c1Cl	1.1	0.7	-1.8	-0.9	-3.3	-8.3	1.08	1.03	0.0
C=CCn1c(SCc2c(C(=O)OC)sc(N)c2C(=O)OC)nnc1-c1ccc(Br)cc1	-2.1	-3.8	-5.0	-11.4	5.2	5.1	0.949	0.948	0.0
Cc1ccc(C(=O)Nc2cccc(-c3ccc(N4CCOCC4)nn3)c2)cc1[N+](=O)[O-]	-1.5	-0.6	-3.4	1.2	0.5	-4.0	1.04	0.995	0.1
CCOc1ccc(NC(=O)[C@@H]2CCC(=O)N2C2OC(=O)c3ccccc32)cc1 (stereo not given in full)	0.8	-3.6	0.7	-0.8	-5.5	5.7	0.943	1.05	-0.7
O=C(CN(CC1CCCO1)C(=O)CCC(=O)Nc1nccs1)NCc1ccccc1 (stereo not given)	2.8	5.6	-0.6	-9.1	-0.6	5.3	0.947	1.01	-1.2
COc1ccccc1CNc1nc2nc3c(c(=O)n2[nH]1)CCC3	-2.2	-5.5	-1.0	-5.7	10.2	-4.7	1.05	0.898	0.1
CC(C(=O)O)C(=O)O	-1.3	-7.1	-1.1	4.4	0.3	5.5	0.945	0.997	-3.2
CCC(=O)NC(c1ccc(OC)cc1)c1c(O)ccc2ccccc12 (stereo not given)	-5.3	-3.9	-2.6	1.4	-27.9	1.1	0.989	1.28	2.6
CCOc1cc(/C=N/NC(=O)c2ccc(O)cc2)ccc1Oc1nc(Cl)ncc1F	39.2	23.2	0.8	-16.2	-12.1	-2.1	1.02	1.12	0.7
CC1Cc2ccccc2N1C(=O)c1cnc2ccccn2c1=O (stereo not given)	6.6	0.6	2.3	-2.5	-2.3	-6.0	1.06	1.02	0.4
O=C(CCc1ccccc1)NC(=S)Nc1ccccc1Br	-1.1	-1.0	-5.8	1.4	1.7	4.9	0.951	0.983	0.6
O=C(NNc1ncnc2c1cnn2-c1cccc(Cl)c1)c1ccco1	-4.3	-5.2	-4.2	-4.6	-236.1	-2.7	1.03	3.36*	-2.5
CNC(=S)N/N=C(\C)c1ccc(C(C)(C)C)cc1	-3.6	-3.2	-0.5	-0.1	-17.0	4.5	0.955	1.17	-1.4
CN(c1ccc(C(=O)COC(=O)C2CC2)cc1)S(C)(=O)=O	-4.4	-4.6	-3.6	-3.3	-4.8	11.8	0.882	1.05	-0.7
The list goes on.
SMILES	APOBEC3A inh	APOBEC3G inh	MIN6 prolif	ATG4B inhibitor	hIAP block	mIAP block	mIAP activ	hIAP activ	MPTP block
CCSc1cc(C)nc2ncnn12	-2.4	-7.2	-3.3	-6.2	5.1	6.3	0.937	0.949	-5.1
CC(C)[C@H](N)c1nnc2n1N=C(c1ccc(Cl)cc1)CS2	-4.2	-8.8	-2.3	-12.6	8.3	-0.9	1.01	0.917	-1.1
COCCCNC(=O)c1ccccc1NS(=O)(=O)c1ccc(C)cc1	10.8	0.7	-1.3	-18.6	-9.9	3.7	0.963	1.1	-1.6
COC(=O)Cc1ccc(NC(=S)N2CCN(C)CC2)cc1	-2.8	-4.9	-0.9	-3.1	9.0	12.6	0.874	0.91	0.0
Cc1ccnc(NS(=O)(=O)c2ccc(NC(=O)c3ccc(S(=O)(=O)N(C)C)cc3)cc2)n1	-4.7	-4.7	1.4	-7.9	-1.2	5.1	0.949	1.01	0.3
CC(NCc1ccc(S(N)(=O)=O)cc1)C(=O)N1c2ccccc2CC1C (stereo not given)	2.7	1.9	0.1	0.8	-13.5	-7.2	1.07	1.14	1.2
COc1ccc(Nc2nc(N3CCCC3)c3ccccc3n2)cc1	2.5	-3.9	-4.1	7.6	2.9	1.1	0.989	0.971	102.8*
CN(CC(=O)NCc1ccco1)S(=O)(=O)c1ccc2c(c1)n(C)c(=O)c(=O)n2C	9.8	1.6	0.1	3.3	3.2	-0.1	1	0.968	-1.4
COc1cccc(NC(=O)C(=O)NCC(c2ccco2)N2CCc3ccccc3C2)c1 (stereo not given)	-1.5	-9.3	-2.6	0.5	2.6	7.2	0.928	0.974	-1.3
CCN1CCC(N2CCN(c3ccc(Cl)cc3)CC2)CC1	-2.9	4.6	-2.4	1.3	1.7	3.4	0.966	0.983	nt

APOBEC3G inh: what is marked active above.
smiles | APOBEC3A inh | APOBEC3G inh | ATG4B inhibitor | hIAP block | mIAP block | mIAP activ | hIAP activ | MPTP block
Cc1cc(-c2n[nH]c(=S)n2/N=C/c2cccc(O)c2)n[nH]1 | -0.9 | 48.6* | -3.3 | 1.3 | 8.5 | 0.915 | 0.987 | -0.4

Rows were taken by chance. Share with any hit: about 3.3%.
